Screens as filed in PubChem.
Shiga inhibitor: inhibitors of Shiga toxin in Vero cells | hit rate 9.2% among 290,000 | inhibition, % at 38.7 µM | Vero cells, Shiga toxin protein synthesis inhibition reporter; in the data active = inhibition mostly above about 28%, no sharp cut-off; inactive = mostly below about 43%; note: 0% is about no effect
Giardia FBPA inh: inhibitors of Giardia lamblia fructose-1,6-bisphosphate aldolase | Potency, µM (doses to about 59.6 µM), without a hit: top-dose activity, negative = inhibition, hits mostly inhibitors | hit rate 0.71% among 290,000 | A8B2U2 | purified Giardia FBPA; note: potency is the fitted concentration of half-maximal effect; % is set by controls: 0 for no effect and ±100 for the full control effect; nearly all actives have a fitted effect of over 55% in size
Target sequence (A8B2U2 whole entry, looked up): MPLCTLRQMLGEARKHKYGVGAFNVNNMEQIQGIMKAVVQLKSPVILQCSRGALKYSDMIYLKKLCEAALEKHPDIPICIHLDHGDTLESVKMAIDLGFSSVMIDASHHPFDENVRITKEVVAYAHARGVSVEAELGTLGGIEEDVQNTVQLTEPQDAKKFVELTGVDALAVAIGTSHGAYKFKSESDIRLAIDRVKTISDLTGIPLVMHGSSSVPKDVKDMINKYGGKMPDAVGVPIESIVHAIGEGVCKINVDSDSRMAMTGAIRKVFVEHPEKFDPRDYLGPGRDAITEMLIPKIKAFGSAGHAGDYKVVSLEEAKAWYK
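Giardia FBPA (40 nM reagent) was preincubated 10 min at RT with compound (up to 57.5 uM final), then substrate plus GAPDH/TPI/NAD/arsenate coupling system with diaphorase/resazurin was added; resorufin fluorescence (525/598 nm) was read after 20 min.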
AmpC inh detg: AmpC beta-lactamase inhibition with detergent present | P00811 | hit rate 0.041% among 370,000 | AmpC hydrolysis of nitrocefin, absorbance 480 nm, 0.01% Triton | Potency, µM (top dose mostly 114 µM), without a hit: at the top dose activity change, negative = inhibition, hits mostly inhibitors | AID 485294;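 note: potency is the fitted concentration of half-maximal effect; 0% = no-compound wells and -100% = no-enzyme wells; nearly all actives have a fitted effect of over 25% in size; some results filed as inactive show a strong effect at the top dose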
Target sequence (P00811 whole entry, looked up): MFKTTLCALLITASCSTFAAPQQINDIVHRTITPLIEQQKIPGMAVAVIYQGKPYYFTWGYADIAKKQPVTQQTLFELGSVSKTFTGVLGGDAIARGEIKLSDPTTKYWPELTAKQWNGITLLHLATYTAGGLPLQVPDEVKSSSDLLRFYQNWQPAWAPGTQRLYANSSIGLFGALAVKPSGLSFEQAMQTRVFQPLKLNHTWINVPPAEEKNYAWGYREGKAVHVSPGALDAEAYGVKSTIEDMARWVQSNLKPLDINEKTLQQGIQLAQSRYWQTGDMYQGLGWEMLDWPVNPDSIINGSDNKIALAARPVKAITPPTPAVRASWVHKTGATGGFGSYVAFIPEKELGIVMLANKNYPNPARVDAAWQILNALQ
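20 mM phosphate pH 7.0 + 0.01% (detergent screen) or 0.0001% Triton X-100; 5.3 nM AmpC reagent; cpd preinc 15 min RT; nitrocefin (800 uM stock) to start; A480 q20 s × 4 min; Activity was normalised to no-enzyme and no-compound control wells.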
Cycloheximide cs: affects cycloheximide protein synthesis inhibition readout, counter-screen; hit rate 12% among 300,000; AID 2314; max response, %; cell reporter, cycloheximide protein synthesis inhibition counterscreen; in the data active = max response mostly above about 13%, no sharp cut-off; inactive = mostly below about 14%; note: read at 38.3 µM for the half of the compounds with a filed dose; 0% is about no effect
AmpC inh no detg: blocks E. coli AmpC beta-lactamase in detergent-free assay. P00811. AmpC nitrocefin hydrolysis, absorbance 480 nm, 0.0001% Triton. Potency, µM (titrated, usually from 57.1 µM), without a hit: at the top dose activity change, negative = inhibition, actives largely listed as inhibitors. hit rate 0.52% among 330,000. AID 485341;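 note: potency is the fitted concentration of half-maximal effect; plate controls were no compound for no effect and no enzyme for full effect; nearly all actives have a fitted effect of over 20% in size; some results filed as inactive show a strong effect at the top dose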
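20 mM phosphate pH 7.0 + 0.01% (detergent screen) or 0.0001% Triton X-100; 5.3 nM AmpC reagent; cpd preinc 15 min RT; nitrocefin (800 uM stock) to start; A480 q20 s × 4 min; Activity was normalised to no-enzyme and no-compound control wells.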
AMA1 RON2 block: inhibitors of Plasmodium falciparum AMA1-RON2 interaction. AlphaScreen AMA1-biotinylated RON2 peptide binding. Potency, µM (doses to about 58.2 µM), for the others: at the highest dose activity change, negative = inhibition, usual class: inhibitors. hit rate 0.2% among 360,000;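 note: potency is the fitted concentration of half-maximal effect; 0% = vehicle wells and -100% = peptide control; nearly all actives have a fitted effect of over 45% in size; some results filed as inactive show a strong effect at the top dose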
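AMA1 (3D7) with his tag at 25 nM final met compounds first, then biotinylated RON2 peptide at 25 nM; detection used donor plus acceptor beads, 10 µg/mL apiece, read by AlphaScreen after 30 min at room temperature.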
HCMV inh: inhibitors of human cytomegalovirus; HFF cells, HCMV-luciferase reporter, 72 h; stronger effect = lower value; activity change, negative = inhibition, % at 57.5 µM; hit rate 4.5% among 410,000; AID 1259415; in the data active = activity change below about -60%; inconclusive = no clear call, values can overlap the other calls; inactive = above about -39%; note: % is set by controls: 0 for no effect and ±100 for the full control effect
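Human foreskin fibroblasts infected with luciferase-reporter HCMV at MOI 1 PFU/cell, compounds at two doses. Luciferase measured 72 h post infection; normalized to buffer-only basal and Salinomycin (10uM) controls.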
Active calls of the source: *; ? = inconclusive; . = no result given; [ ] = dose if it differs, or a comment. Unless noted, calls come from the whole dose curve; as a rule, active = well fitted curve in the direction sought with a large enough effect; inconclusive = small, poorly fitted or top-dose-only effect, or another doubt; inactive = no such curve, though single readings can be large; an effect the other way counts as inactive or inconclusive.

no.	Molecule	Shiga inhibitor	Giardia FBPA inh	AmpC inh detg	Cycloheximide cs	AmpC inh no detg	AMA1 RON2 block	HCMV inh
1	CC1=CC(C)(C)[N+](C)(C)c2ccccc21	30	8%	-4%	-4	-27%	1%	-38
2	CC(C)Cn1c(=O)c2c(c3ccccc31)OC(C)C(=O)N2 (stereo not given)	2	1%	-7%	-2	-3%	-16%	20
3	CC1CCN(S(=O)(=O)c2cc(C(=O)NC3(C)CCS(=O)(=O)C3)ccc2Br)CC1 (stereo not given)	.	.	-4%	.	6%	-4%	-61*
4	O=C(CNC(=O)c1cccc(-n2cnnn2)c1)Nc1ccc(F)c(F)c1	.	.	?	.	-23%	-3%	0
5	CCN(CC)c1ccc(C=C2C(=O)OC3(CCCCC3)OC2=O)cc1	-5	-7%	-3%	8	-28%	?	34
6	CCN(CC)CCN1Cc2ccccc2C1=N	-12	1%	?	-1	-30%	15%	-8
7	O=c1[nH]c2ccc(NC(=S)NC3CCCCC3)cc2[nH]1	11	-13%	-7%	1	-15%	-23%	-6
8	Cc1nc2ccccc2c2oc(C(=O)N3CCN(C(=O)c4ccco4)CC3)cc12	21	0%	?	-4	85%[activator]	-13%	-6
9	O=C(O)c1cc(-c2ccccc2)n[nH]1	4	0%	-4%	-2	-22%	.	0
10	C#CCOCCOCCOCCNc1nc(N2CCN(C(=O)CCCCCCCCCCNC(=O)[C@@H](CCSC)n3cc(CCO)nn3)CC2)nc(N2CCN(C(=O)CCCCCCCCCCNC(=O)[C@H](CCC(=O)O)n3cc(CCCCCN)nn3)CC2)n1	.	.	-3%	.	211%[activator]	-14%	.
11	COc1ncnc2c1oc1ccccc12	112*	1%	2%	48*	-22%	-4%	93
12	O=C(C1CCN(CCCc2ccccc2)CC1)N1CCCCC1	-14	-21%	-1%	-4	-15%	-17%	-39
13	COC(=O)c1ccn(-c2nc(-c3ccco3)cc(C(F)(F)F)n2)n1	-6	7%	-3%	1	48%	8%	-5
14	COCCN1C(=O)c2ccc(C(=O)NCc3cccnc3)cc2C1=O	10	6%	2%	1	-4%	-4%	-2
15	CCOC(=O)c1ccc(NCCc2ccc(OC)c(OC)c2)c(N)c1	15	0%	1%	10	62%[activator]	?	25
16	Cc1cc(N2CCN(C(=O)Nc3ccc(F)cc3F)CC2)c2ccccc2n1	22	4%	5%	4	0%	0%	.
17	CCOc1ccc(-c2cc(C(=O)N3CCCC3)c3ccccc3n2)cc1	31	.	-3%	17	-20%	9%	.
18	COc1ccc(OCCCn2cccc2/C=C2/C(=N)N3OC(C)=CC3=NC2=O)cc1	48*	-7%	-1%	15	-25%	-11%	91
19	C=CC[C@@H](CC(=O)N[C@@H](CO)Cc1ccccc1)C(=O)NCCOC(=O)[C@@H](CC=C)Cc1ccc(F)cc1	.	.	.	.	166%[activator]	1%	-26
20	O=C1NC(=O)N(c2cccc(Br)c2)C(=O)/C1=C/c1ccsc1	-7	?	-2%	-4	?	-16%	-37
21	CCOC(=O)CSc1ccc2nnc(CCNS(=O)(=O)c3ccc(C)cc3)n2n1	21	2%	0%	1	-2%	6%	2
22	Cc1ccc(C)c(S(=O)(=O)NCc2ccc(C(=O)NCc3ccccn3)cc2)c1	15	1%	?	-1	-12%	-4%	-14
23	CCCCn1c(CNC(=O)C23CC4CC(CC(C4)C2)C3)nnc1SC(C)CC (stereo not given)	-14	2%	4%	-9	187%[activator]	-5%[2.32 µM]	-20
24	CC(C)[C@H](NC(=O)[C@@H]1CSC2c3ccccc3C(=O)N21)C(=O)NC1CCCC1 (stereo not given in full)	-7	.	-2%	-3	-4%	-9%	-28
25	C/C(CCc1ccccc1)=N\NC(=O)C1C2CCCCC21 (stereo not given)	-6	-2%	-8%	3	-27%	2%	10
26	O=C(Nc1cccc2ccccc12)OC1C=CS(=O)(=O)C1 (stereo not given)	9	-3%	?	-2	-18%	-14%	-70*
27	COc1cc(C2CC(=O)OC3=C2C(=O)CC(C)(C)C3)cc(OC)c1OC (stereo not given)	-7	0%	0%	0	-1%	4%	3
28	COCCCNC(=O)/C(C#N)=C/c1c(N2CCCCCC2)nc2ccccn2c1=O	-4	-4%	1%	6	82%[activator]	7%	-38
29	COc1ccccc1NC(=O)c1ccc(-n2ccnc2)c([N+](=O)[O-])c1	-6	-2%	5%	-1	-1%	84%[activator]	15
30	NC(=O)C1CCN(C(=O)NC(=O)c2ccccc2)CC1	-8	10%	-1%	-1	-5%	-4%	-29
31	CC1CC(C)CN(C(=O)c2cc3c(s2)CCC3)C1 (stereo not given)	50	7%	-10%	24	-8%	-6%	-8
32	COc1ccc(N/C=C\C(=O)c2ccc(C)cc2)cc1OC	85*	-2%	2%	46*	41%	-10%	-33
33	CC(Oc1ccc(Cl)cc1)C(=O)Nc1ccc(S(=O)(=O)N2CCOCC2)cc1 (stereo not given)	-3	6%	1%	-8	21%	-7%	35
34	S=C(NCCc1ccccc1)NC1CC1	17	-1%	3%	4	-11%	-14%	24
35	Oc1ccc(Br)cc1/C=N/NC(=S)NCCc1ccccc1	1	27%	-12%	-5	-59%	30%	-18
36	O=C(Nc1nnc(SCc2ccccc2)s1)c1cccs1	22	17%	2%	11	-25%	15%	45
37	COC(=O)/C=C/S(=O)(=O)c1ccc(NC(C)=O)cc1	39	-4%	?	20	-23%	-14%	9
38	C=Cc1ccc(Cn2c(C(=O)O)c(C=O)c3ccccc32)cc1	-13	30%	4%	3	-21%	-4%	?
39	CCNC(=O)Cn1cnc2c1c(=O)n(C)c(=O)n2C	-6	-1%	?	-1	-8%	-9%	43
40	CC(C)C(NC(=O)c1ccccc1F)C(=O)Nc1ccc2c(c1)OCO2 (stereo not given)	27	-9%	0%	1	-27%	7%	6
41	CCn1cc(-c2ccccc2)c(C(=O)O)c1-c1ccc(OC)cc1	.	.	-12%	.	-14%	-7%	13
42	NS(=O)(=O)c1ccc(NC2=CC(c3ccc(F)cc3)N(c3ccc(S(N)(=O)=O)cc3)C2=O)cc1 (stereo not given)	2	1%	3%	1	-45%	-6%	-36
43	COc1ccc(N(CC(=O)NCCC2=CCCCC2)S(=O)(=O)c2ccc(C)cc2)cc1OC	-4	-1%	-1%	-2	21%	16%	9
44	CCOC(=O)/C(C(=O)Nc1ccc(Br)cc1)=C1/NC(C)(C)Cc2ccccc21	45*	-4%	1%	11	-27%	23%	?
45	CCC(=O)Nc1c(C(=O)Nc2ccc3c(c2)OCCO3)oc2ccccc12	88*	-18%	-7%	41	56%	8%	40
46	N#Cc1cc2c(nc1SCC(=O)Nc1cc(Cl)cc(Cl)c1)C1CCN2CC1	-12	0%	-12%	-4	2%	-1%	4
47	Cc1cccc(-n2nc([N+](=O)[O-])c(=NC3CCN(Cc4ccccc4)CC3)n2O)c1	-9	-8%	3%	-1	2%	-10%	-64*
48	CC(C)Cn1c(-c2ccco2)csc1=Nc1cccnc1	27	-10%	7%	-3	-36%	-25%	-30
49	O=C1c2ccccc2C(=O)C1Cc1cccc2ccccc12	66	?	1%	20*	-39%	18%	37
50	CCn1c(=N)c(S(=O)(=O)c2ccc(Cl)cc2)cc2c(=O)n3ccccc3nc21	-15	0%	0%	-2	-8%	.	.

Remaining list, next part:
no.	Molecule	Shiga inhibitor	Giardia FBPA inh	AmpC inh detg	Cycloheximide cs	AmpC inh no detg	AMA1 RON2 block	HCMV inh
51	COc1cc(-n2nc(C)c3c2OC(N)=C(C#N)C3c2ccccc2)c(Cl)c(Br)c1O (stereo not given)	14	-12%	0%	-3	-18%	-22%	.
52	COc1ccc(NC(=O)CN(C)S(=O)(=O)c2ccccc2)cc1	1	-1%	-2%	0	-15%	-7%	89
53	COc1ccc(Cn2c(C3CCCCC3)nc3c(c(=O)c4ccccc4n3C)c2=O)cc1	21	1%	2%	2	-13%	-7%	.
54	CCOc1ccc(-n2ccnc2SCC(=O)Nc2cc(C)on2)cc1	-7	7%	1%	5	-20%	3%	-4
55	CCCCn1c(/N=C/c2ccccc2NS(=O)(=O)c2ccc(C)cc2)nc2ccccc21	-3	-22%	-3%	7	-4%	4%	-25
56	CC(NC(=S)NC1CCCCC1)c1ccc(C(C)(C)C)cc1 (stereo not given)	1	18%	-9%	5	-44%	72%[activator]	-97*
57	O=C(CSc1nnc(-c2ccccc2F)n1C1CC1)NC(=O)c1cccc([N+](=O)[O-])c1	-8	3%	4%	7	-11%	11%	?
58	CCC(C)(C)NC(=O)C(c1ccc(OC)cc1)N(C(=O)CCC(=O)Nc1cc(C)on1)c1cccc(OC)c1 (stereo not given)	-6	22%	-9%	1	88%[activator]	-1%	-32
59	Cc1ccccc1N(CC(=O)Nc1ccccc1C(=O)NCc1ccco1)S(=O)(=O)c1ccccc1	-9	-7%	-11%	-2	-19%	-4%[11.6 µM]	?
60	O=C(OCc1nnc(-c2ccccc2)o1)c1cc(Cl)ccc1[N+](=O)[O-]	57	2%	8%	31*	-29%	2%	-6
61	COc1ccc(CCN2CC(C(=O)Nc3cc(S(C)(=O)=O)ccc3Cl)CC2=O)cc1OC (stereo not given)	.	.	-12%	.	-3%	19%	-22
62	CN(C)/C=C1\C(=O)N(c2ccc(F)cc2F)C(c2cccnc2)S1(=O)=O (stereo not given)	19	1%	-7%	-1	-1%	-17%	35
63	COc1ccccc1N=Nc1c(C)noc1C	8	12%	7%	7	6%	-28%	-26
64	CC(C)NC(=O)c1ccc(N(Cc2ccccc2)S(C)(=O)=O)cc1	-5	3%	0%	-4	-9%	-2%	-10
65	Cc1ccccc1OCC(=O)NCCNC(=O)c1cccnc1	25	-6%	-6%	-2	0%	26%	-14
66	CCN(CC)S(=O)(=O)c1cc(NC(=S)NC(=O)C2CCCC2)ccc1C	.	.	.	.	-25%	0%	-72*
67	CN1C(=O)[C@H]2[C@@H](/C=C/c3ccccc3)N3C(=O)CN(Cc4ccc(-c5ccccc5)cc4)C(=O)[C@@]3(C)[C@H]2C1=O	.	.	.	.	255%[activator]	0%	25
68	Cc1occc1C(=O)Nc1ccc(S(N)(=O)=O)cc1	13	-1%	1%	8	-21%	-4%	48
69	CC(OC(=O)Cc1c(F)cccc1Cl)C(=O)NC1CCCCC1C (stereo not given)	.	.	-3%	.	-5%	-11%	-11

Ordered by molecular weight (falling): part of the list above
no.	Molecule	Shiga inhibitor	Giardia FBPA inh	AmpC inh detg	Cycloheximide cs	AmpC inh no detg	AMA1 RON2 block	HCMV inh
57	O=C(CSc1nnc(-c2ccccc2F)n1C1CC1)NC(=O)c1cccc([N+](=O)[O-])c1	-8	3%	4%	7	-11%	11%	?
56	CC(NC(=S)NC1CCCCC1)c1ccc(C(C)(C)C)cc1 (stereo not given)	1	18%	-9%	5	-44%	72%[activator]	-97*
65	Cc1ccccc1OCC(=O)NCCNC(=O)c1cccnc1	25	-6%	-6%	-2	0%	26%	-14
